Cdc42 wt – human Cdc42 wildtype GTP binding change, either direction; GST-Cdc42 beads, Bodipy-GTP binding, flow cytometry; actives lie on both sides; percent activity (GTP binding), % at 10 µM; 190,000 tested, 0.2% active;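 active = percent activity GTP binding at least 20 points away from the 100% baseline, either down as inhibitor or up as activator; inconclusive = compound flagged as likely green fluorescent from well-wide comparison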;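 note: median bead fluorescence of bound Bodipy-FL-GTP at 100 nM; 0% = excess unlabeled GTP control and 100% = no compound control; below 100% means less GTP binding so inhibitor and above means activator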
Target sequence (P60953 whole entry, looked up): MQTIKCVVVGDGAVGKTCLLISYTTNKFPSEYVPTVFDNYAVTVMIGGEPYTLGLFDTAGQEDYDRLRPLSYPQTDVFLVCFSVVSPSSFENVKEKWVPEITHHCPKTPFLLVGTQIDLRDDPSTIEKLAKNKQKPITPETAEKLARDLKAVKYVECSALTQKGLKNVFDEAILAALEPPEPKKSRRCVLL
Rab2 wt GTP – changes GTP binding to wildtype dog Rab2A, up or down; GST-Rab2 wt beads, Bodipy-GTP binding, flow cytometry; GTP binding activity, % at 10 µM; 190,000 tested, 0.19% active;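 active = GTP binding activity at least 20 points away from 100%, either lowered or raised; inconclusive = signal likely due to the compound's own green fluorescence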;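 note: 0% = beads with excess unlabeled GTP and 100% = no-compound control corrected for plate trend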
Rac1 wt GTP bind – alters GTP binding to wildtype human Rac1; 190,000 tested, 0.27% active; P63000; GST-Rac1 beads, fluorescent GTP binding, flow cytometry; actives lie on both sides; 0 = cold GTP competed, 100 = untreated; GTP binding activity (% of control), % at 10 µM; AID 757;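 active = GTP binding activity at least 20 points away from the 100% control level, either lower or higher; inconclusive = compound flagged as likely green fluorescent, judged across all proteins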
Mcl-1 Bim block – human Bim-Mcl-1 interaction inhibition. Q07820. Bead-based flow cytometry, Bim peptide-Mcl-1 binding. inhibition, % at 10 µM. 190,000 tested, 0.1% active. AID 1009; in the data active = inhibition above about 40%;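 note: 0% = no compound tracer wells and 100% = peptide blocker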
Target sequence (Q07820 whole entry, looked up): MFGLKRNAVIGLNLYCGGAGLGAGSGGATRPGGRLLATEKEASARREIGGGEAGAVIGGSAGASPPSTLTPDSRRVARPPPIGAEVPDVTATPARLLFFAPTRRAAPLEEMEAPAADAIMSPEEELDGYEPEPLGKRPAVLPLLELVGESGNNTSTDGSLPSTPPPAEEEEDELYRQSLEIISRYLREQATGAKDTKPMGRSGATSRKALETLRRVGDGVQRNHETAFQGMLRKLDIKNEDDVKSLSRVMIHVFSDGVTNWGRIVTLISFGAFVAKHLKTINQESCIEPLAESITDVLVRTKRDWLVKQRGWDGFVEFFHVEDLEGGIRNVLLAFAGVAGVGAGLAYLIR
Rab7 wt modul – modulators of GTP binding to dog Rab7 wildtype GTPase; GST-Rab7 beads, fluorescent GTP binding, flow cytometry; actives lie on both sides; untreated = 100%, excess cold GTP = 0%; 190,000 tested, 0.055% active; GTP binding activity (percent of control), % at 10 µM; AID 758;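 active = fluorescent GTP binding to Rab7 beads changed by at least 20 points from the 100% baseline, either direction, mostly lower; inconclusive = compound itself probably fluorescent, or too few beads counted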;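 note: median green fluorescence of bound Bodipy-FL-GTP per Rab7 bead population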
RGS8-Gao reg – modulates binding of RGS8 to human Galphao; multiplexed bead flow cytometry; actives lie on both sides; 220,000 tested, 0.34% active; response (percent of control binding), % at 10 µM; in the data active = response below about 60% or above about 140%; inactive = in between;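 note: Galphao activated as the GDP aluminium fluoride complex binding bead-coupled RGS8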
Target sequence (P09471 whole entry, looked up): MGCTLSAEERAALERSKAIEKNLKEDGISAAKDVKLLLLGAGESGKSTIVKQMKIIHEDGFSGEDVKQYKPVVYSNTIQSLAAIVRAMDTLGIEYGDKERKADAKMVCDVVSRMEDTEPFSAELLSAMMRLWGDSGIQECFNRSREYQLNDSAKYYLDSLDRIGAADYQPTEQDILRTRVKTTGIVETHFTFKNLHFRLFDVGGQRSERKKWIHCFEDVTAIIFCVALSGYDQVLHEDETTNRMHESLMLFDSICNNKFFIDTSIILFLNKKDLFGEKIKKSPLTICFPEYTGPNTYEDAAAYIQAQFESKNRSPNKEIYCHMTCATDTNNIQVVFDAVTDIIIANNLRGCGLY
HRas wt GTP bind – changes GTP binding to wildtype human HRas; P01112; GST-Ras wt beads, Bodipy-FL-GTP binding, flow cytometry; actives lie on both sides; GTP binding activity, % at 10 µM; 190,000 tested, 0.14% active;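 active = GTP binding activity at least 20% away from the 100% baseline, either lowered as inhibitor or raised as activator; inconclusive = flagged as likely green fluorescent, judged across all proteins in the well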;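 note: 0% = unlabeled GTP competition control and 100% = no-compound control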
Target sequence (P01112 whole entry, looked up): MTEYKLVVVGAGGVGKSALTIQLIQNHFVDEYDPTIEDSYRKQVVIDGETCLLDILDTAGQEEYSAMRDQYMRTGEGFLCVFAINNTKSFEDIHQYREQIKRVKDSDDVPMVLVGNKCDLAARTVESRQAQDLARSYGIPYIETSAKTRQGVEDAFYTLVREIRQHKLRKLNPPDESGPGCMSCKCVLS
Rac1 act GTP bind – human Rac1 activated mutant GTP binding change; P63000; GST-Rac1 activated beads, fluorescent GTP binding, flow cytometry; actives lie on both sides; 100% means binding = to untreated wells; percent activity (GTP binding), % at 10 µM; 190,000 tested, 0.11% active;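 active = GTP binding at least 20 percentage points away from the 100% baseline, in either direction, so actives lie on both sides; inconclusive = Compound likely fluorescent itself, or too few beads counted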
Pf gametocyte – P. falciparum stage V gametocyte viability inhibition; P. falciparum stage V gametocytes, ATP luminescence, 24 h; inhibition, % at 10.9 µM; 150,000 tested, 0.065% active; AID 743093;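 active = inhibition above the mean plus 3 SD of compounds within the control limits, set per campaign, cut at about 38% in these data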;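 note: 0% = DMSO wells and 100% = medium only without gametocytes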
Mcl1-Noxa inh – Mcl-1/Noxa interaction inhibition; 220,000 tested, 1.5% active; TR-FRET Mcl-1/Noxa peptide binding, 2 h; AID 1022; inhibition, % at 21.7 µM; Q07820;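 active = compounds that cut the protein-peptide binding signal by more than 50% relative to plate controls in a single-dose test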;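 note: His-tagged Mcl-1 with rhodamine Noxa BH3 peptide and terbium anti-His antibody; 0% = Mcl-1 plus Noxa peptide wells and 100% = peptide-only wells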
Mcl1 Bid PPI – disrupts binding of human Mcl-1 to Bid peptide | inhibition, % at 21.7 µM | Q07820 | 220,000 tested, 0.97% active | AID 1021 | TR-FRET Mcl-1/Bid-Dy647 peptide binding, 1536-well;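 active = compounds that cut the binding signal by more than half at the single screening dose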;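 note: His-tagged Mcl-1 with europium anti-His antibody binding Bid BH3 peptide; 0% = Mcl-1 plus peptide wells and 100% = peptide-only wells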
* marks the source's active call; other numbers are inactive results; ? = inconclusive; . = not tested or not shown; & = joins results of further samples.

SMILES	Cdc42 wt	Rab2 wt GTP	Rac1 wt GTP bind	Mcl-1 Bim block	Rab7 wt modul	RGS8-Gao reg	HRas wt GTP bind	Rac1 act GTP bind	Pf gametocyte	Mcl1-Noxa inh	Mcl1 Bid PPI
Clc1ccc(CSc2nnc(/C=C/c3ccccc3)o2)cc1	89	86	88	-6	88	98	92	85	20	11	0
COc1ccc(NC(=O)CNCCC2=CCCCC2)cc1	100	98	98	-1	100	103	99	93	.	-1	6
Cc1ccc(S(=O)(=O)N2CCN(C(=O)c3cc(=O)[nH]c4ccccc34)CC2)c(C)c1	97	90	100	1	92	103	100	93	7	-9	-17
CCOCCCNC(=S)N1C2CCC1CC(NC(=O)NC1CCCCC1)C2 (stereo not given)	95	97	94	9	94	88	95	94	-2	-3	-10
Cc1ccc(-c2c(C#N)c(N)nc3c2CCCCCC3)o1	98	99	100	0	102	98	97	97	.	-18	0
O=C(C1CCN(Cc2ccc(F)cc2)CC1)N(CCO)Cc1ccccc1	104	103	109	0	104	108	104	102	-28	12	-7
O=C(NC1CC1)C1CCN(c2ccc(S(=O)(=O)N3CCOCC3)cc2Cl)CC1	104	100	104	1	99	101	102	101	.	5	-2
O=C(c1noc2c1CCCC2)N1CCN(C(c2ccccc2)c2ccccc2)CC1	105	102	106	0	103	99	101	99	.	8	-8
CCOc1cc(NC(=S)NCCCN2CCOCC2)c(OCC)cc1NC(=O)c1ccccc1	97	100	99	-1	101	102	98	100	10	8	-61
CC1CC(c2ccccc2)n2nc(NC(=O)c3cccs3)nc2N1 (stereo not given)	102	101	104	0	102	104	103	98	-13	14	-3
CCN(CC(=O)Nc1ccc2c(c1)OCCO2)C(=O)c1cccc(S(=O)(=O)N2CCOCC2)c1	101	101	103	0	102	98	101	100	4	5	-14
O=C(CSc1nccc2ccccc12)N1CCN(c2ccccn2)CC1	103	99	102	-5	100	97	100	96	.	-13	-4
CCOC(=O)c1nnn(-c2nonc2-n2cccc2)c1C	109	105	108	0	101	100	105	103	-11	2	-14
CC(=O)Oc1ccc(N2C(=O)C3C4C=CC(C5CC45)C3C2=O)cc1[N+](=O)[O-] (stereo not given)	99	96	106	-1	95	102	94	96	-23	30	-14
COc1cccc(C2CC(=O)Nc3cc(OC)c(OC)c(OC)c32)c1OC (stereo not given)	97	96	92	-3	95	108	95	94	-18	14	0
CC(NC(=O)c1ccccc1N)c1ccccc1 (stereo not given)	99	99	98	0	99	99	98	98	1	-7	-24
CCOC(=O)N1CCC(=C2c3ccc(Cl)cc3CCc3cccnc32)CC1	94	95	97	-2&-2	105	96&100	96	100	.	8&16	6&8
Cc1nc2ccccc2n1/N=C/c1ccc([N+](=O)[O-])s1	103	101	104	-2	101	104	102	101	-11	19	29
N#Cc1nc(Cc2cccc3ccccc23)oc1NCCN1CCCCC1	103	102	105	-1	105	101	103	101	-17	-2	-19
Cc1ccccc1C(=O)Nc1nnc(-c2ccc(C(C)(C)C)cc2)s1	102	97	103	-4	100	102	98	100	10	-11	8
CC(C)COC(=O)NCC12C=CC(O1)C1C(=O)N(c3ccc(Cl)cc3)C(=O)C12 (stereo not given)	105	102	105	0	101	99	102	99	22	0	-27
Cn1c(NC(=O)C[n+]2cc(-c3ccc(F)cc3)n3c2CCC3)cc(=O)n(C)c1=O	102	99	109	0	101	102	101	100	.	-3	-22
CCOc1ccc2nc3c(cc2c1)CN(CCOC)C(=NC)S3	101	100	105	0	98	100	100	98	6	-6	-8
CSCCC(NC(N)=O)C(=O)N(C)CC(=O)Nc1cc(C)ccc1C (stereo not given)	106	102	103	25	101	104	102	99	.	-10	-19
CC(C)c1nc2oc3ccccc3c(=O)c2c(=O)n1-c1ccccc1	97	95	95	2	98	102	99	97	.	8	-2
CCC(Sc1nc(-c2ccccc2)c(C#N)c(=O)[nH]1)C(=O)Nc1cc(C)on1 (stereo not given)	97	93	100	-2	97	101	95	94	.	5	-8
CCCOc1ccc([N+](=O)[O-])cc1C1NC(=S)NC(c2ccccc2)=C1C(=O)OCC (stereo not given)	101	101	103	0	101	100	98	97	.	2	-38
Cc1ccc(C(=O)O)cc1-c1ccc(/C=C2\SC(=O)N(CC(=O)Nc3ccccc3)C2=O)o1	85	84	87	4	90	97	85	80	6	47	-56
Cc1cccc2cc(C(c3nnnn3C(C)(C)C)N3CCN(C(=O)c4ccco4)CC3)c(=O)[nH]c12 (stereo not given)	102	102	106	-3	103	99	104	101	.	21	3
CCOC(=O)Nc1ccc2c(c1)N(C(=O)N(C)C)c1ccccc1CC2	104	101	107	-1	101	104	101	99	-4	8	6

Two entries from above in a different format:
molecule,Cdc42 wt,Rab2 wt GTP,Rac1 wt GTP bind,Mcl-1 Bim block,Rab7 wt modul,RGS8-Gao reg,HRas wt GTP bind,Rac1 act GTP bind,Pf gametocyte,Mcl1-Noxa inh,Mcl1 Bid PPI
O=C(C1CCN(Cc2ccc(F)cc2)CC1)N(CCO)Cc1ccccc1,104,103,109,0,104,108,104,102,-28,12,-7
N#Cc1nc(Cc2cccc3ccccc23)oc1NCCN1CCCCC1,103,102,105,-1,105,101,103,101,-17,-2,-19

Remaining list, next part.
SMILES	Cdc42 wt	Rab2 wt GTP	Rac1 wt GTP bind	Mcl-1 Bim block	Rab7 wt modul	RGS8-Gao reg	HRas wt GTP bind	Rac1 act GTP bind	Pf gametocyte	Mcl1-Noxa inh	Mcl1 Bid PPI
CCCNC(=O)OCc1cccnc1Sc1ccc(C)cc1	96	97	97	4	106	107	99	97	-16	-3	9
COc1ccc(C(=O)CN(C(=O)c2ccc(Cl)cc2)N2C(=O)c3ccccc3C2=O)cc1	101	101	99	-4	97	100	100	99	19	-1	9
CSc1nsc(SC)c1NC(=O)OCC1CCCO1 (stereo not given)	99	100	99	0	100	102	100	93	-11	-11	-29
O=C(NCc1ccncc1)C(=O)Nc1nc2ccccc2s1	99	96	101	-6	98	101	97	95	-10	11	-17
O=C(OCc1cc2ccccc2[nH]c1=O)C1CCCO1 (stereo not given)	?	?	?	0	?	101	?	?	.	-12	-32
CN(C)c1ccc(/C=C/c2cc[n+](C)cc2)cc1	105	102	104	-2	103	106	103	101	.	-163	-17
CC(C)=Cc1oc2ccc([N+](=O)[O-])cc2c1N1CC(C)OC(C)C1 (stereo not given)	102	100	102	-3	105	100	100	99	-19	16	-27
CC1(C)C(c2ccccc2)=NC(c2ccccc2)N1O (stereo not given)	99	100	103	2	101	100	102	98	-20	2	0
CCCCOc1cccc(NC(=O)CSc2nccn2C)c1	97	100	101	-4	104	109	101	101	.	32	-1
COc1cccc(-n2c(CNC(=O)OC(C)(C)C)n[nH]c2=S)c1	98	96	97	-7	94	98	97	95	.	17	-118
Cc1ccc(C(=O)NCCN2CCCC2)cc1	101	101	105	14	101	101	102	98	11	17	12
O=C(c1ccc(F)cc1)n1c(NCc2ccccc2)n[nH]c1=S	99	99	99	2	101	111	99	98	-3	14	-13
Brc1cccc(/C=N/Nc2nn[nH]n2)c1	95	97	94	0	102	99	97	95	-6	12	-50
NC(=O)c1nn(-c2cccc(Cl)c2)c(=O)cc1O	103	103	106	0	103	103	102	101	.	15	-9
CC(Oc1ccc(Cl)cc1Cl)C(=O)/C=C/N(C)C (stereo not given)	99	96	99	2	95	101	99	97	20	-5	-85
O=C(Nc1ccc(Cl)cc1)N1CCN(c2ncccn2)CC1	97	96	97	5	97	103	95	97	3	1	-8
Cc1ccc(-n2c([C@@H]3C[C@H]3c3ccccc3)n[nH]c2=S)cc1	99	102	100	-14	96	103	98	98	11	13	-101
Cc1ccc(-n2nnnc2SCc2nc3sc(C)c(C)c3c(=O)[nH]2)cc1	100	97	102	-1	100	111	99	98	-7	9	-21
O=C(Nc1ccc2ccccc2c1)N1CCN(c2ncccc2C(F)(F)F)CC1	103	102	104	3	101	92	101	99	14	-15	-26
COC(=O)C1C2C=CC3(CN(CCc4ccccc4)C(=O)C13)O2 (stereo not given)	95	100	103	-4	97	100	99	100	-22	-9	-19
Cc1ccc(CNC(=O)C(=O)NCC2CCCO2)cc1 (stereo not given)	101	103	108	.	102	103	104	100	-17	-7	-7
O=C(COC(=O)C1=COCCO1)Nc1cc(S(=O)(=O)N2CCCCC2)ccc1Cl	96	98	98	0	101	100	98	99	-12	14	-25
O=C(Nc1ccccc1-c1nc2ccccc2[nH]1)c1sc2ccccc2c1Cl	101	103	106	11	100	102	102	101	.	14	1
COc1ccc(C(=O)Oc2cccnc2)cc1OC	106	101	113	-2	104	97	105	102	.	14	-39
CCCCCC(=O)Nc1c(-c2cccs2)c(=O)c2ccccc2n1C	103	105	100	0	108	103	102	94	.	2	-6
Cc1cc(-c2[nH]nc3c2C(c2ccsc2)C(C#N)=C(N)O3)c(C)s1 (stereo not given)	94	95	96	-3	96	101	96	92	.	-70	-104
CC(O)C(=O)N/N=C/c1cccc(Cl)c1Cl (stereo not given)	99	97	99	0	100	91	99	96	.	-5	-25
CCOc1ccccc1OCc1nn2c(COc3ccccc3)nnc2s1	102	98	100	-13	97	84	99	97	.	-36	3
CCOC(=O)c1ccc(N2C(=O)c3n[nH]c(-c4ccco4)c3C2c2cccc([N+](=O)[O-])c2)cc1 (stereo not given)	86	98	104	-3	100	99	102	100	2	23	-8
O=C(N/N=C/c1ccccn1)c1ccccc1	100	100	103	-1	104	86	100	97	-7	-35	-9
CC1(C)CC(=O)C(C(=O)Cc2ccccc2[N+](=O)[O-])C(=O)C1	106	97	106	1	96	101	98	101	.	-4	-7
COC(=O)c1ccc[n+](CC(=O)c2ccc(Br)cc2)c1	100	98	104	-4	98	92	99	98	.	10	-18
COc1ccc(C(=O)NCCc2c[nH]c3ccccc23)cc1S(=O)(=O)N1CCOCC1	99	102	105	-4	100	101	100	99	2	8	-30
CCOc1ccc(NC(=O)CSc2nnc(C34CC5CC(CC(C5)C3)C4)n2C)cc1	101	102	99	3	105	104	103	96	-17	1	-16
O=C(Nc1cc(Cl)cc(Cl)c1)c1cnn2cccnc12	101	102	102	-3	99	95	99	98	-19	-286	11
COc1ccc(CC(=O)NC2CCN(Cc3nnnn3C(C)(C)C)CC2)cc1OC	103	104	104	0	106	91	101	99	-1	18	1
CCCCn1c(NS(=O)(=O)c2ccccc2)c(S(=O)(=O)c2ccc(C)cc2)c2nc3ccccc3nc21	95	92	94	8	93	97	94	90	-33	33	37
O=C(NNC1=NCCC1)C1CC1	98	96	103	-1	100	105	96	97	.	6	0
Cc1ccc(S(=O)(=O)/C(C#N)=C/c2c(N3CCC(C(N)=O)CC3)nc3ccccn3c2=O)cc1	100	96	100	-3	97	103	97	97	3	-1	-16
CSc1ccccc1-c1nnc(-c2ccc(Cl)cc2Cl)o1	95	95	97	-2	93	98	96	98	-5	-4	-29
Cc1ccc(NC(=O)C(SCC(=O)O)c2ccccc2)cc1C (stereo not given)	98	98	98	0	97	102	99	96	.	13	-11
